Screening data: PubChem, NMMLSC
Bfl-1 Bim block: inhibitors of Bim binding to Bfl-1, primary screen, biochemical, multiplexed, bead-based flow cytometry | inhibition, % at 10 µM | Bim-Bfl-1 binding inhibition | hit rate 0.12% among 190,000 | Bcl-2-related protein A1 (Homo sapiens), Q16548;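 also: 0% = wells without compound plus tracer and 100% = blocker peptide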
ABCB1 inh: ABCB1 efflux pump inhibitors, primary screen, cell-based, multiplex, flow cytometry, ABCG2 counter-screen; ATP-dependent translocase ABCB1 (Homo sapiens), P08183; inhibition, % at 6.6 µM; CCRF-Adr cells, JC-1 efflux; hit rate 0.067% among 190,000; AID 1326, 2008; in the data active = inhibition above about 40%;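 also: 0% = vehicle and 100% = reference inhibitor; higher value means more JC-1 retained so stronger ABCB1 efflux block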
Bim-Bcl-2: inhibitors of Bim-Bcl-2 binding, primary screen, biochemical, multiplexed, human Bcl-2 family. Apoptosis regulator Bcl-2 (Homo sapiens), P10415. Bead-based flow cytometry, Bim peptide-Bcl-2 binding. inhibition, % at 10 µM. hit rate 0.06% among 190,000. AID 950, 2007; in the data active = inhibition above about 40%; inconclusive = no clear call, values can overlap the other calls;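 also: 0% = no compound wells with probe peptide and 100% = reference peptide inhibitor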
Target sequence (P10415 whole entry, looked up): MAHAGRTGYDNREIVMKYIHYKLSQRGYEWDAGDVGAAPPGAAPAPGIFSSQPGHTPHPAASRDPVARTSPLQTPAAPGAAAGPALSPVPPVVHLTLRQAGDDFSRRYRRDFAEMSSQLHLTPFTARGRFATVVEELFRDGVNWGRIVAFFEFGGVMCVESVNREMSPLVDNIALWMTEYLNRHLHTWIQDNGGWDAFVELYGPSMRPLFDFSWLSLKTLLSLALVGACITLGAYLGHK
RGS8-Gao: RGS8-Galphao binding modulators, primary screen, biochemical, multiplexed bead flow cytometry | actives lie on both sides | response (percent of control binding), % at 10 µM | hit rate 0.34% among 220,000 | AID 1423, 2008; in the data active = response below about 60% or above about 140%; inactive = in between;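 also: Galphao activated as the GDP aluminium fluoride complex binding bead-coupled RGS8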
Target sequence (P09471 whole entry, looked up): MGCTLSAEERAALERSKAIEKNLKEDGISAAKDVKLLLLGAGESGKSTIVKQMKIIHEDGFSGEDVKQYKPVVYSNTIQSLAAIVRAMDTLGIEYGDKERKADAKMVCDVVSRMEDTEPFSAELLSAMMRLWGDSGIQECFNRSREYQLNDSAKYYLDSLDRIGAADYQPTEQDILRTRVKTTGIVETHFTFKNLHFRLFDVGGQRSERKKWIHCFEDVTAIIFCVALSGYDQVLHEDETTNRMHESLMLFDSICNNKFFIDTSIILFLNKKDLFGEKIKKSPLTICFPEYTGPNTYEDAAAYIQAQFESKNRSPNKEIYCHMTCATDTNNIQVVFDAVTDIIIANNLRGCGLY
RGS7-Gao: RGS7-Galphao binding modulators, primary screen, biochemical, multiplexed bead flow cytometry; binding response (% of control), % at 10 µM; actives lie on both sides; hit rate 0.35% among 220,000; in the data active = binding response below about 49% or above about 150%; inconclusive = no clear call, values can overlap the other calls; inactive = in between;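 also: fluorescent Galphao held in activated GDP-AlF4 state binding bead-coupled RGS7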
RGS4-Gao reg: modulators of RGS4 binding to Galphao, primary screen, biochemical, multiplexed bead flow cytometry. Guanine nucleotide-binding protein G(o) subunit alpha (Homo sapiens), P09471. actives lie on both sides. binding response (% of control), % at 10 µM. hit rate 0.33% among 220,000. AID 1415, 2008; in the data active = binding response below about 49% or above about 150%; inactive = in between;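 also: fluorescent Galphao activated with aluminum fluoride binding bead-coupled RGS4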
Mcl-1 Bim block: inhibitors of Bim peptide binding to Mcl-1, primary screen, biochemical, bead-based flow cytometry, multiplex; Induced myeloid leukemia cell differentiation protein Mcl-1 (Homo sapiens), Q07820; Bim peptide-Mcl-1 binding; inhibition, % at 10 µM; hit rate 0.1% among 190,000;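 also: 0% = no compound tracer wells and 100% = peptide blocker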
Target sequence (Q07820 whole entry, looked up): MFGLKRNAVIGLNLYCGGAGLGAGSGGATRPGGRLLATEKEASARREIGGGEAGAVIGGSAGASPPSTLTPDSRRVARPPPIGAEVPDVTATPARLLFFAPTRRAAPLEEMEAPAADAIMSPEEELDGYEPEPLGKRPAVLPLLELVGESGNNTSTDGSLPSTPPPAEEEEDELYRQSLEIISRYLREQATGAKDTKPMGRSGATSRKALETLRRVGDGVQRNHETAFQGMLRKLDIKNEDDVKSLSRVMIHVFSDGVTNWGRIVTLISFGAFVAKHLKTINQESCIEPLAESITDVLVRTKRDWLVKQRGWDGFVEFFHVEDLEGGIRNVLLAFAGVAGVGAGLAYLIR
ABCG2 block: ABCG2 efflux pump inhibitors, primary screen, multiplex with ABCB1, IgMXP3 cells, flow cytometry. JC-1 efflux. inhibition, % at 6.6 µM. Broad substrate specificity ATP-binding cassette transporter ABCG2 (Homo sapiens), Q9UNQ0. hit rate 0.1% among 190,000;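 active = inhibition above 80%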;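 also: 0% = DMSO and 100% = nicardipine control wells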
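Incubation: cells with compound and JC-1, 10 min at 25 °C, rotating, no wash / Test system: IgMXP3 (ABCG2) plus far-red-tagged CCRF-Adr (ABCB1) cells / Compound dosing: one concentration, 6.6 µM final / Also added: JC-1 fluorescent substrate / Evaluation: efflux inhibition in percent versus controls / Detection: flow cytometry, 530 nm JC-1 signal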
Bim-Bcl-B: inhibitors of Bim-Bcl-B binding, primary screen, biochemical, multiplexed, human Bcl-2 family | Bcl-2-like protein 10 (Homo sapiens), Q9HD36 | bead-based flow cytometry, Bim peptide-Bcl-B binding | inhibition, % at 10 µM | hit rate 0.073% among 190,000 | AID 951, 2007;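 also: 0% = tracer peptide without compound and 100% = reference inhibitor peptide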
Bim-Bcl-XL: inhibitors of Bim-Bcl-XL binding, primary screen, biochemical, multiplexed, bead flow cytometry, human Bcl-XL; Bim peptide-Bcl-XL binding, fluorescence; inhibition, % at 10 µM; hit rate 0.04% among 190,000; AID 1007, 2008
Bcl-W Bim block: inhibitors of Bim binding to Bcl-W, primary screen, biochemical, multiplexed, bead-based flow cytometry. Bim peptide-Bcl-W binding. inhibition, % at 10 µM. Bcl-2-like protein 2 (Homo sapiens), Q92843. hit rate 0.02% among 190,000. AID 952, 2007;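 also: 0% = bound tracer without compound and 100% = peptide blocker; higher means less fluorescent Bim peptide bound to Bcl-W beads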
* hit, by the source's call; ? = inconclusive; · = no result given. Rule as the data show it, unless noted: active = inhibition above about 40%. Outcome played no part in choosing rows; any-hit rate near 0.94%.

The line under a structure holds: Bfl-1 Bim block	ABCB1 inh	Bim-Bcl-2	RGS8-Gao	RGS7-Gao	RGS4-Gao reg	Mcl-1 Bim block	ABCG2 block	Bim-Bcl-B	Bim-Bcl-XL	Bcl-W Bim block
- Cc1ccc2oc(=O)c3cnn(CC(=O)NCCN4CCOCC4)c3c2c1
→ -4.0	1.0	-5.0	100.7	102.8	103.5	0.0	2.9	-1.0	-7.0	2.0
- CCC(C)n1c(SCC(=O)Nc2cc(C(C)(C)C)nn2-c2ccccc2)nc2ccccc2c1=O (stereo not drawn)
→ 0.0	6.2	-3.0	100.0	102.1	100.4	-2.0	10.5	-2.0	-3.0	-4.0
- CC1(C)CC(=O)C(C=NCCN2CCN(CCCCS(=O)(=O)O)CC2)=C(O)C1
→ -1.0	-5.5	0.0	98.8	96.2	99.9	0.0	-6.6	1.0	-1.0	0.0
- CCCNS(=O)(=O)c1ccc(CCC(=O)Nc2ccc3c(c2)OCCO3)cc1
→ 0.0	0.2	0.0	102.3	100.6	102.0	7.0	4.8	1.0	-1.0	-1.0
- CN1CCN(S(=O)(=O)c2ccc(NC(=S)NC(=O)C3CC3)cc2)CC1
→ -1.0	-0.6	-3.0	102.2	100.9	102.1	-8.0	-2.3	-8.0	-3.0	-1.0
- Fc1ccccc1C(c1nnnn1Cc1ccc2c(c1)OCO2)N1CCN(Cc2ccccc2)CC1 (stereo not drawn)
→ -9.0	1.1	-9.0	99.1	96.5	102.4	-1.0	1.0	-10.0	2.0	5.0
- CC(NC(=O)c1ccco1)c1ccc2c(c1)OCCO2 (stereo not drawn)
→ -16.0	-0.1	-6.0	103.3	101.7	104.2	-5.0	-4.7	-2.0	-2.0	0.0
- COc1ccc(CCNC(=O)Cn2cnc3c(nnn3Cc3ccccc3F)c2=O)cc1OC
→ -1.0	0.5	4.0	103.8	104.0	102.9	-2.0	6.8	-4.0	-2.0	0.0
- COc1ccc(NC(=O)C2CC(c3ccc(OC)c(OC)c3)=NO2)cc1OC (stereo not drawn)
→ -10.0	-0.3	-9.0	100.2	101.0	104.2	-4.0	13.3	-7.0	1.0	2.0
- Cc1ccc(S(=O)(=O)N2CCCC(C(=O)Nc3ccc(NC(=O)c4ccccn4)cc3)C2)cc1 (stereo not drawn)
→ 0.0	1.4	0.0	96.6	100.8	93.8	-1.0	6.6	-3.0	-1.0	0.0
- O=C(Nc1ccccc1)C1=C[C@@H](c2ccc(C(F)(F)F)cc2)C[C@@H](OCc2ccc(CO)cc2)O1
→ -5.0	1.8	-1.0	90.3	87.8	84.4	-1.0	18.6	-4.0	-1.0	0.0
- Cc1ccc(NC2=NC(c3ccc(C)cc3)n3c(nc(C)cc3=O)N2)cc1 (stereo not drawn)
→ 0.0	0.4	1.0	101.3	96.4	95.9	4.0	2.0	1.0	0.0	0.0
- CN(Cc1nc(-c2ccc(C(F)(F)F)cc2)no1)C1CCOCC1
→ -5.0	0.5	3.0	107.9	104.3	102.9	3.0	1.9	0.0	1.0	2.0
- COc1cccc(C2c3[nH]c4ccccc4c3CCN2C(=O)Cn2cncn2)c1OC (stereo not drawn)
→ -6.0	0.0	-2.0	103.4	96.5	98.5	0.0	0.6	-3.0	-3.0	-2.0
- O=C(Nc1ccc2c(c1)OCO2)c1cnn2c(C(F)(F)F)cc(-c3ccco3)nc12
→ -2.0	2.7	-1.0	100.6	98.5	99.1	-2.0	14.0	-4.0	-6.0	-3.0
- O=C(Cn1cc([N+](=O)[O-])cn1)Nc1nccs1
→ -4.0	0.4	-7.0	100.9	100.4	103.1	-1.0	1.7	0.0	-1.0	-1.0
- COc1ccc(C(c2c(C)[nH]n(C(N)=S)c2=O)C(C#N)C#N)cc1 (stereo not drawn)
→ -1.0	-0.1	-2.0	96.6	95.8	100.3	-6.0	-0.6	-5.0	-13.0	-7.0
- O=C(CCCn1c(SCC(=O)c2ccc(Cl)cc2)nc2ccccc2c1=O)NCc1ccco1
→ 0.0	·	3.0	109.2	106.0	106.2	1.0	·	-4.0	3.0	-3.0
- COc1cc(/C=N/Nc2ccc(C)cc2)cc(Br)c1O
→ 9.0	-0.8	0.0	98.4	96.5	99.5	-1.0	-0.3	-11.0	0.0	2.0
- CCn1nnnc1SCC(=O)N(C1CCCCC1)C1CCCCC1
→ -1.0	1.1	-2.0	101.9	103.6	105.2	0.0	2.6	0.0	-1.0	0.0
- O=C(CC1(O)C(=O)Nc2ccccc21)c1cccc(-n2cccc2)c1 (stereo not drawn)
→ 0.0	0.2	2.0	98.5	96.9	97.3	-7.0	3.7	0.0	0.0	0.0
- COc1cc(NC(=S)NCc2ccco2)cc(OC)c1
→ 0.0	-0.5	4.0	98.0	97.5	100.1	0.0	14.8	-1.0	-1.0	-2.0
- COc1ccc(-c2noc(-c3ccoc3C)n2)cc1
→ -2.0	0.1	2.0	104.0	96.9	103.3	5.0	1.8	0.0	3.0	5.0
- CN(CC1COCCO1)c1nc2nonc2nc1N1CCSCC1 (stereo not drawn)
→ -4.0	1.4	2.0	101.2	95.7	97.6	0.0	4.6	-3.0	-5.0	-3.0
- CN(C)S(=O)(=O)Nc1ccc(Br)cc1F
→ -16.0	0.8	-5.0	100.0	96.8	99.3	0.0	-5.3	-5.0	-5.0	0.0
- COc1ccc(/C=N\n2nnc3ccccc32)cc1
→ -7.0	0.1	-5.0	100.3	97.3	97.2	0.0	1.8	-4.0	0.0	-1.0
- O=C(NCc1ccccn1)C(=O)Nc1ccccc1
→ -5.0	0.2	0.0	96.6	101.4	94.8	0.0	1.6	-3.0	-2.0	0.0
- Nc1ccc2nc(CCCCCCc3nc4ccc(N)cc4[nH]3)[nH]c2c1
→ 0.0	-0.2	3.0	100.8	92.5	95.1	3.0	-0.6	8.0	0.0	4.0
- CCOc1ccc(NC(=O)CC2C(=O)N(c3ccc(OC)cc3)C(=O)N2CCc2ccc(OC)c(OC)c2)cc1 (stereo not drawn)
→ -3.0	0.8	-4.0	96.8	93.8	97.5	-3.0	0.6	-4.0	-6.0	-2.0
- CC(C)CN1C(=O)NC(NC(=O)c2cccs2)(C(F)(F)F)C1=O (stereo not drawn)
→ -7.0	0.3	-11.0	102.3	103.6	104.2	-2.0	2.1	-6.0	-5.0	-1.0
- CC(=O)Nc1ccc(S(=O)(=O)NCc2ccc(C(=O)NCc3ccc(Cl)cc3)cc2)cc1
→ -10.0	0.4	-8.0	99.5	94.9	101.1	2.0	1.2	-4.0	-10.0	3.0
- N#Cc1ccccc1NC(=O)Nc1ccccc1
→ -5.0	-0.2	-1.0	100.2	?	97.8	0.0	0.0	-4.0	-2.0	-1.0
- O=C(/C=C/c1ccco1)NCc1ccc2c(c1)OCO2
→ 14.0	-1.1	5.0	89.1	86.5	91.6	0.0	-1.7	-16.0	0.0	-1.0
- O=C(CN1CCCC1)N1c2ccccc2Sc2ccc(C(F)(F)F)cc21
→ -3.0	-0.2	0.0	102.5	105.7	103.0	-4.0	2.0	-6.0	-5.0	-5.0
- Cc1nn(C)c(C)c1S(=O)(=O)N1CCCC(C(=O)N2CCN(c3ccccc3)CC2)C1 (stereo not drawn)
→ -12.0	1.2	-7.0	100.9	87.0	98.4	0.0	1.8	-4.0	-1.0	2.0
- CNC(=S)N/N=C(\C)c1ccc2c(c1)OCCO2
→ -2.0	0.7	-7.0	104.9	100.7	102.6	-5.0	6.2	-15.0	-6.0	-6.0
- COc1ccc(-n2nc3c(c2NC(=O)c2c(-c4ccccc4Cl)noc2C)CS(=O)(=O)C3)cc1
→ -2.0	1.4	-5.0	99.0	101.0	98.2	-3.0	4.4	-3.0	0.0	0.0
- COc1cccc(CN(C)CC(=O)Nc2ccccc2C(=O)Nc2ccccc2)c1OC
→ -5.0	4.8	-3.0	102.1	106.1	105.7	0.0	17.6	-4.0	-2.0	0.0
- C=CCNC(=O)c1ccc(Cl)cc1Cl
→ -12.0	0.6	-6.0	103.4	101.0	101.3	0.0	2.5	-2.0	-4.0	0.0
- O=C(O)c1ccc(S(=O)(=O)c2ccccc2)cc1
→ -7.0	-0.1	-10.0	103.1	104.9	104.3	0.0	-4.0	-5.0	-4.0	0.0
- COc1cc(OC)cc(C(=O)OCc2ccc([N+](=O)[O-])cc2)c1
→ -4.0	0.2	0.0	95.6	94.7	92.6	-2.0	2.9	-3.0	-4.0	-1.0
- COc1ccc(C(=O)NC(=S)N2CCCc3ccccc32)cc1OC
→ -1.0	-0.2	-4.0	99.4	101.8	102.7	-1.0	1.6	-3.0	-2.0	-2.0
- N#CC1=C(N)Oc2ccc3ccccc3c2C1c1cccnc1 (stereo not drawn)
→ -2.0	0.9	0.0	101.8	101.3	95.1	0.0	5.1	-3.0	2.0	0.0
- CCOC(=O)C1CC2CC(C1)CN(C(=O)C1CCCCC1)C2 (stereo not drawn)
→ -5.0	1.2	-2.0	99.6	?	99.6	0.0	0.6	1.0	4.0	0.0
- O=C(CCC(=O)N1CCN(S(=O)(=O)c2ccc(Cl)cc2)CC1)Nc1cccc(Br)c1
→ 0.0	1.2	-2.0	99.0	101.6	98.0	-4.0	4.4	-5.0	-10.0	-2.0
- CC12CCC(C(=O)NCc3ccccc3Cl)(C(Br)C1=O)C2(C)C (stereo not drawn)
→ 0.0	0.5	1.0	86.0	98.7	96.6	-2.0	1.4	-1.0	0.0	-2.0
- Cc1nc2ccccc2c2oc(C(=O)NCCCN3CCCC3=O)cc12
→ -11.0	0.6	-8.0	98.2	96.1	96.2	0.0	2.9	-3.0	-3.0	1.0
- O=C(Cn1nnc(-c2cccc(C(F)(F)F)c2)n1)N1CCCCCC1
→ -16.0	0.3	-5.0	101.4	98.8	101.9	-1.0	1.2	-7.0	8.0	1.0
- CCCOc1ccc(C(O)CCNC(CC(=O)O)c2ccccc2)cc1 (stereo not drawn)
→ -4.0	-0.2	-5.0	103.3	100.0	104.6	-4.0	2.6	-8.0	-9.0	-3.0
- O=C(COc1ccccc1)c1cn(CC(=O)N2CCCC2)c2ccccc12
→ -3.0	1.2	-3.0	101.2	99.4	101.4	1.0	4.5	0.0	0.0	1.0
- O=C(O)c1ccc(-c2nc(-c3ccc(Cl)c(Cl)c3)cs2)cc1
→ -6.0	1.4	-3.0	103.1	100.0	99.6	-1.0	15.5	-3.0	0.0	0.0
